# EPAC2 agonist = activates human EPAC2 exchange factor; actives 0.079% (n = 360,000); Potency, µM (titrated, usually from 154 µM), for the others: at the highest dose activation, most hits filed as activators; EPAC2 activation, biochemical qHTS; response scale: 100% = 6.5 mM cAMP response; AID 720711; Q8WZA2; further: potency means the concentration at half of the fitted maximal effect; nearly all actives have a fitted effect of over 50% in size
# Target sequence (Q8WZA2 whole entry, looked up): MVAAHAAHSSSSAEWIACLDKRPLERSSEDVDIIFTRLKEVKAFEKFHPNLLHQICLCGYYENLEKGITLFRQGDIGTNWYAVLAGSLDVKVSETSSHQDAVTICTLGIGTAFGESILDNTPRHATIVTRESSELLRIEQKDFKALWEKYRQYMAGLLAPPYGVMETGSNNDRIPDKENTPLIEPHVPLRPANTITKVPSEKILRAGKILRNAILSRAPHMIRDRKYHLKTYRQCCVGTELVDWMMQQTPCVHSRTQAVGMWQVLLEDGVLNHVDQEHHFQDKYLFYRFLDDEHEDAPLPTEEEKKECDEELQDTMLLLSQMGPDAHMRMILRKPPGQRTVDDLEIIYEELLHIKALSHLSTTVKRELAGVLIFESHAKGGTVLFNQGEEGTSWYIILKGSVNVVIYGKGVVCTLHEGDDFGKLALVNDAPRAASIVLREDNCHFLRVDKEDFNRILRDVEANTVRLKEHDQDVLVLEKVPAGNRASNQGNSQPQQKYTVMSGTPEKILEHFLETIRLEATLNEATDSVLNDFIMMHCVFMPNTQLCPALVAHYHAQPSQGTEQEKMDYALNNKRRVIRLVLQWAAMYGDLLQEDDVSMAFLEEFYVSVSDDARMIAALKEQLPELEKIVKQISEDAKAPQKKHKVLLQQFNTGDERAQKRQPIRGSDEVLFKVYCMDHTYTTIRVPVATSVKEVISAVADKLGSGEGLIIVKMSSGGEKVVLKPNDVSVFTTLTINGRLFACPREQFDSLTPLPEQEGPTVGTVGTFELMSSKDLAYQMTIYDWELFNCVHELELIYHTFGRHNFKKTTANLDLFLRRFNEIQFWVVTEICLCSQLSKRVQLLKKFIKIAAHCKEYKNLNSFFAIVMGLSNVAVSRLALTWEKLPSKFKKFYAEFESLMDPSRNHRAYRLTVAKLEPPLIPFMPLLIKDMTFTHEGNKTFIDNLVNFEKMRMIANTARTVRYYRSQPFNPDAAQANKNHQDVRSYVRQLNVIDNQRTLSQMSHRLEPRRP
#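 Fluorescence exchange assay: 100 nM EPAC2 with 250 nM RAP1B-BODIPY-GDP and 50 uM GDP; compounds tested as a concentration-titration series (qHTS). Loss of Rap1-bound BODIPY-GDP fluorescence read at 480/540 nm; data normalized to 6.5 mM cAMP.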
# D3 ag = D3 dopamine receptor (human) agonism | P35462 | D3R DiscoveRx beta-arrestin cells, luminescence, 90 min | max activation, % | actives 0.58% (n = 410,000) | AID 652048; in the data active means max activation above about 30%; further: 0% is about no effect; mostly tested at two doses, the higher about 12 µM
#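 Agonist mode: compounds and dopamine controls were applied to plated cells for 90 min at 37 degrees C after an overnight attachment at 1500 cells/well. Luminescent read-out followed 30 - 60 minutes at room temperature with DiscoveRx detection reagent.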
# PTHR1 ag = activates the human parathyroid hormone receptor PTHR1. Potency, µM (series often up to 115 µM), without a hit: at the highest dose activation, usual class: activators. HEK293 GP2 PTHR1 cells, GloSensor cAMP luminescence, 1 h. AID 743266. actives 0.075% (n = 410,000); further: potency means the concentration at half of the fitted maximal effect; nearly all actives have a fitted effect of over 55% in size; some results filed as inactive show a strong effect at the top dose; inactives centre near -15; many of its hits are not listed in these tables
#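 HEK-293-derived GP2 cells expressing PTHR1 and a GloSensor cAMP reporter, 3,000/well, plated overnight, given luciferin plus IBMX (each 0.5 mM as added) for 1 h at 37 °C, then compound for 1 h at 37 °C. Luminescence was read after 15 min at room temperature.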
# pAkt inh = Akt phosphorylation inhibition. activity change, % for hits at 50 µM. actives 0.32% (n = 360,000). Neuro2A IGF-stimulated pAkt S473 HTRF, 20 min; stronger effect = lower value; in the data active means activity change below about -80%; inconclusive means mostly about -51% to -80%; further: on the % scale 0 is the no-effect control and ±100 the full control effect
#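 Neuro2A cells (4,500/well, DMEM with 0.5% FBS) were treated with compound at a single 50 µM final concentration, stimulated with 6 nM IGF for 20 min at 37 °C, and lysed. Phospho-Akt Ser473 was read by HTRF as 665/615 ratio ×10^4.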
# Mm-Cpn inhibitor = blocks the Methanococcus maripaludis chaperonin Mm-Cpn | purified Mm-Cpn ATPase, ADP Transcreener TR-FRET | Potency, µM (top dose mostly 76.9 µM), for the others: at the highest dose activity, negative = inhibition, usual class: inhibitors | actives 0.031% (n = 330,000) | AID 504842; further: potency means the concentration at half of the fitted maximal effect; on the % scale 0 is the no-effect control and ±100 the full control effect; nearly all actives have a fitted effect of over 80% in size
#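 ATPase turnover read by TR-FRET ADP competition (Eu cryptate antibody/ADP-d2, 665/590 nm): 10uM ATP final, 25nM Mm-CPN final, 30 min 37degC after 10-min compound preincubation, pH 7.4 Tris/KCl/MgCl2/DTT buffer.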
# DRD3 antagonist = D3 dopamine receptor (human) antagonism. D3R cells, DiscoveRx beta-arrestin luminescence, antagonist mode; stronger effect = lower value. max response, negative = inhibition, %. actives 2.5% (n = 360,000). AID 652054; in the data active means max response below about -50%; inconclusive means no clear call, values can overlap the other calls; further: on the % scale 0 is the no-effect control and ±100 the full control effect; mostly tested at two doses, the higher about 12 µM
#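 Cells expressing the human receptor were seeded at 1500 cells/well, incubated overnight at 37 degrees C in 5% CO2, then exposed to library compounds with dopamine controls for 90 minutes at 37 degrees C before luminescent detection.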
# EPAC2 antagonist = antagonists of human EPAC2; EPAC2 GEF exchange of Rap1B-BODIPY-GDP, fluorescence; actives 0.18% (n = 360,000); Potency, µM (doses to about 114 µM), without a hit: top-dose activity, negative = inhibition, usual class: inhibitors; Q8WZA2; further: potency means the concentration at half of the fitted maximal effect; on the % scale 0 is the no-effect control and ±100 the full control effect; nearly all actives have a fitted effect of over 45% in size; many of its hits are not listed in these tables
# CCT chaperon mod = modulators of cytosolic chaperonin (CCT/TRiC) activity; actives 0.3% (n = 360,000); activity change, % (no concentration beside the values), hits read low; purified chaperonin ATPase assay, HTRF ADP detection, 30 min; in the data active means activity change below about -30%; further: on the % scale 0 is the no-effect control and ±100 the full control effect
#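 Enzyme 40 or 20 nM (batch-dependent) in Tris pH 7.4/KCl/MgCl2/DTT; cpd 76 uM single point; ATP 10 uM; 30 min 37 °C; Transcreener ADP HTRF detection, 30 min RT; ratio 665/615.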
# An asterisk follows results filed as active; i = inactive; ? = inconclusive; nt = not tested or not shown; [ ] = another dose, or the depositor's remark. Unless noted, the call rests on the fitted dose curve; in most records, active means well fitted curve in the direction sought with a large enough effect; inconclusive means small, poorly fitted or top-dose-only effect, or another doubt; inactive means no such curve, though single readings can be large; an effect the other way counts as inactive or inconclusive.
# Start of the listing, in advance (two entries):
SMILES,EPAC2 agonist,D3 ag,PTHR1 ag,pAkt inh,Mm-Cpn inhibitor,DRD3 antagonist,EPAC2 antagonist,CCT chaperon mod
O=C(c1ccc2ccccc2c1)N1CCN(S(=O)(=O)/C=C/c2ccccc2)CC1,4%,16,i,i,1%,-3,7%,0.3
COc1cccc(CNC(=O)CNC(=O)N2CC(=O)Nc3ccccc32)c1,-1%,17,i,i,-1%,14,10%,0.1

# The listing, from the first entry:
SMILES,EPAC2 agonist,D3 ag,PTHR1 ag,pAkt inh,Mm-Cpn inhibitor,DRD3 antagonist,EPAC2 antagonist,CCT chaperon mod
O=C(c1ccc2ccccc2c1)N1CCN(S(=O)(=O)/C=C/c2ccccc2)CC1,4%,16,i,i,1%,-3,7%,0.3
COc1cccc(CNC(=O)CNC(=O)N2CC(=O)Nc3ccccc32)c1,-1%,17,i,i,-1%,14,10%,0.1
O=C(CNC(=O)c1ccccn1)N/N=C/c1ccc2c(c1)OCO2,3%,1,i,i,-7%,-3,0%,2.4
O=C(Nc1ccc(N2CCN(C(=O)c3cccs3)CC2)cc1)c1cccc(F)c1,8%,-3,-53%[inhibitor],i,0%,-5,-1%,-3.4
NS(=O)(=O)c1cccc(NC(=O)c2ccccc2NS(=O)(=O)c2ccc(F)cc2)c1,-4%,1,0%,i,-1%,0,-5%,1.6
O=C(CCN1CCN(c2ccccc2)CC1)NNC(=O)c1cccc2ccccc12,-2%,53*,-13%,i,1%,-15,7%,0.7
Cc1c(NC(=O)Oc2ccccc2)sc(=S)n1C,4%,8,25%,i,0%,-9,-3%,-2.4
Cc1cc(C)c2c(CN(C)Cc3ccccc3)cc(=O)oc2c1,13%,1,-17%,i,nt,-1,-27%,-0.3
COc1ccc(C(=O)OCC(=O)NC(C)(C)C)cc1[N+](=O)[O-],7%,1,-26%,i,1%,13,13%,0.6
CCc1ccc(NC(=O)Cc2c(C(=O)O)n(C)c3ccccc23)cc1,-7%,3,-14%,i,-4%,22,0%,1.5
O=C(Nc1ccc(N2CCCC2)cc1)c1cccc(Cl)c1,6%,-3,-19%,i,-6%,-22,-15%,-1.5
Cc1ccc(C(=O)N2CC(C)CC(C)C2)cc1NC1=NC2CS(=O)(=O)CC2S1 (stereo not drawn),1%,-1,i,i,1%,-14,3%,-7.4
Cc1ccc(NC2CC(=O)N(CCc3ccccc3)C2=O)cc1 (stereo not drawn),6%,2,i,i,-5%,35,6%,-0.6
COc1cc(/C=C(\C#N)C(=O)Nc2cccc(C(=O)O)c2)ccc1OCc1ccc(Cl)cc1,2%,3,-77%[inhibitor],i,0%,4,38%[activator],-0.8
Cc1cc(C)cc(NC(=O)c2cccc(NC(=O)c3ccco3)c2)c1,21%,-1,i,i,nt,15,-17%,-2.4
CC1=C(C(=O)Nc2ccc(F)cc2)C(c2ccc(C)o2)C2=C(CC(C)(C)CC2=O)N1 (stereo not drawn),9%,-1,i,i,1%,-2,-1%,-1.0
CCOc1ccc(NC(=O)C2C3CCC4C(CCC32)C4(Cl)Cl)cc1 (stereo not drawn),11%,1,i,i,-5%,-5,-9%[57.1 µM],2.7
CCn1cc(C(=O)OCC(=O)c2cc(C)n(-c3ccc(OC(F)F)cc3)c2C)c(=O)c2ccc(C)nc21,-4%,1,-21%,i,0%,3,2%,-1.8
COc1nn(-c2ccccc2)c(=O)c(Cl)c1Cl,6%,-7,i,i,-6%,-64*,-12%,2.3
O=C(c1ccc([N+](=O)[O-])s1)N1CCN(c2ncccn2)CC1,11%,1,-10%,i,nt,?,-20%,-2.3
Cc1nn(C)c(C)c1NC(=O)Nc1ccc(Cl)c(Cl)c1,2%,6,i,i,0%,11,-3%,-3.1
COc1cccc(CC(NC(C)=O)C(=O)NC2CCN(C(=O)C3CC3)CC2)c1OC (stereo not drawn),-5%,1,i,i,-3%,3,7%,-3.1
Cc1ccc(CNC(=O)C2CCCN(S(C)(=O)=O)C2)cc1 (stereo not drawn),-2%,1,-12%[57.5 µM],i,-1%,-11,-3%,-2.1
O=S(=O)(c1ccc(-c2ccon2)s1)N1CCN(c2ccccn2)CC1,3%,-2,-2%,i,-1%,4,5%,-0.6
CCN(CC)CCOC(=O)c1ccc2c(c1)OCCO2,10%,-26,-10%[57.5 µM],i,0%,-23,9%,-1.0

# Another view of some results above.
# Each structure is followed by: EPAC2 agonist, D3 ag, PTHR1 ag, pAkt inh, Mm-Cpn inhibitor, DRD3 antagonist, EPAC2 antagonist, CCT chaperon mod
- O=C(c1ccc([N+](=O)[O-])s1)N1CCN(c2ncccn2)CC1
 : 11%, 1, -10%, i, nt, ?, -20%, -2.3
- Cc1nn(C)c(C)c1NC(=O)Nc1ccc(Cl)c(Cl)c1
 : 2%, 6, i, i, 0%, 11, -3%, -3.1
- COc1cccc(CC(NC(C)=O)C(=O)NC2CCN(C(=O)C3CC3)CC2)c1OC (stereo not drawn)
 : -5%, 1, i, i, -3%, 3, 7%, -3.1

# Single records, from the list above. Order of values: EPAC2 agonist | D3 ag | PTHR1 ag | pAkt inh | Mm-Cpn inhibitor | DRD3 antagonist | EPAC2 antagonist | CCT chaperon mod
# O=S(=O)(c1ccc(-c2ccon2)s1)N1CCN(c2ccccn2)CC1 is listed as 3% | -2 | -2% | i | -1% | 4 | 5% | -0.6
# COc1cccc(CNC(=O)CNC(=O)N2CC(=O)Nc3ccccc32)c1 is listed as -1% | 17 | i | i | -1% | 14 | 10% | 0.1

# Next part
SMILES,EPAC2 agonist,D3 ag,PTHR1 ag,pAkt inh,Mm-Cpn inhibitor,DRD3 antagonist,EPAC2 antagonist,CCT chaperon mod
CCOC(=O)Cc1csc(NC(=O)CSc2nnc(Cc3csc(N)n3)n2C)n1,24%,4,-23%[57.5 µM],i,1%,-16,1%,0.1
O=C(COC(=O)C12CC3CC(CC(O)(C3)C1)C2)Nc1ccc(Br)cc1F,8%,-8,-29%,i,0%,11,1%,0.7
COc1cc(=O)n(C)c2cc(N(C)C)ccc12,0%,1,26%,i,-4%,13,-16%,-0.6
Cc1cc(NC(=O)c2ccco2)c(=O)n(Cc2cccc(C(F)(F)F)c2)c1,10%,2,-11%,i,1%,-7,-13%,1.7
Cc1ccc([C@H]2C[C@H](O)[C@@H](n3cc(COC(=O)c4ccccc4)nn3)CN2C(=O)c2cccs2)cc1,15%,-5,10%,i,nt,-26,-3%,-1.5
COc1ccc(C(=O)NC23CC4CC(CC(C4)C2)C3)cc1,2%,4,i,i,-2%,8,0%,0.1
Cc1cccc(NC(=O)CN2C(=O)S/C(=C\c3ccc(O)c([N+](=O)[O-])c3)C2=O)c1,-4%,-3,-13%,i,-3%,-27,-18%,-2.7
CC1CCN(C(=O)CN(C2CCCCC2)S(C)(=O)=O)CC1,-11%,1,-20%,i,0%,1,-1%,-1.2
Cn1c(SCc2cccc(F)c2)nnc1-c1cnccn1,5%,-2,i,i,2%,-4,4%,0.5
Cc1c(Cl)ccc(S(=O)(=O)Nc2cccnc2)c1Cl,3%,1,-21%,i,1%,7,-2%,-5.1
Cc1ccc(NC(=O)CN(C)S(=O)(=O)c2cccc3nsnc23)cc1C,1%,2,-6%,i,1%,8,2%,0.2
O=C(Cn1nnc(-c2ccccc2Cl)n1)N1CCCCC1,7%,3,-15%,i,1%,22,5%,-0.5
CC1=C(C(N)=O)C(c2cccs2)n2nc(-c3cccc(C)c3)nc2N1 (stereo not drawn),4%,3,-23%,i,1%,8,9%,1.8
O=C(O)c1cccc(C(=O)Nc2cccc(NC(=O)C3CCCO3)c2)c1 (stereo not drawn),8%,-10,-6%[57.5 µM],i,2%,?,20%,2.5
COC(=O)C(NC(=O)c1ccco1)(Nc1nc(C2CC2)cs1)C(F)(F)F (stereo not drawn),4%,2,-36%[inhibitor][57.5 µM],i,0%,-18,-9%,0.5
CC1CCN(CC(O)COC2CC(C)CC(C)(C)C2)CC1 (stereo not drawn),4%,-22,-15%,i,nt,?,2%,1.0
O=C(N/N=C/c1ccc2nccnc2c1)c1cccc([N+](=O)[O-])c1,6%,3,i,i,0%,12,9%,-3.9
Cn1c(-[n+]2c(-c3ccccc3)cc(-c3ccccc3)cc2-c2ccccc2)nc2c([N+](=O)[O-])cccc21,14%,-12,-21%,i,0%,-60*,-18%,-0.3
Cc1ccnc(S(=O)(=O)Cc2ccc([N+](=O)[O-])cc2)n1,-4%,-7,i,i,3%,-4,-5%,1.2
Cc1ccc2c(=O)cc(C(=O)NCCc3ccc(S(N)(=O)=O)cc3)oc2c1,2%,0,-8%,i,-9%,4,-5%,-2.4
Cc1nn(Cc2c(Cl)cccc2Cl)c(C)c1NC(=O)Cn1nc([N+](=O)[O-])c(Cl)c1C,-13%,0,i,i,-2%,-5,2%,-1.8
O=C(NCc1ccc(N2CCCC2=O)cc1)Nc1cccc(Cl)c1,11%,0,-53%[inhibitor][57.5 µM],i,-2%,15,-4%,-1.2
C/C(=N\NC(=O)CN1CCN(S(=O)(=O)c2ccc(C)cc2)CC1)c1ccncc1,13%,3,31%,i,-2%,6,-30%,-0.1
CN1C(=O)C2(NCCc3c2[nH]c2ccccc32)c2ccccc21 (stereo not drawn),-4%,1,-8%[57.5 µM],i,-1%,?,2%,0.3

# Source: PubChem BioAssay

# An excerpt; rates above refer to the full screens.
